HT1080 IDH1KD tx – toxicity to HT-1080 IDH1 knockdown cells (counter line); HT-1080 IDH1 knockdown viability, ATP luminescence, 48 h; 360,000 compounds, 2% hits; Potency, µM (top dose mostly 46.1 µM), without a hit: at the top dose activity, negative = toxicity, actives largely listed as cytotoxic;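 also: potency is read from the fitted curve at half-maximal effect; 0% = DMSO wells and -100% = cell-free medium wells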
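In this qHTS, HT-1080 cells depleted of IDH1 are exposed for 48 h at 37 °C to compound titrations. Toxicity is scored from CellTiter-Glo luminescence, with DMSO as full viability and medium alone as none.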
IL-1B inflam inh – inhibitors of inflammasome signaling (IL-1 beta secretion); THP-1 LPS/ATP IL-1B secretion, AlphaLISA, 16 h; stronger effect = lower value; activity change, % at 57.5 µM; 360,000 compounds, 4.7% hits; AID 743279; in the data active = activity change below about -50%; inconclusive = mostly about -30% to -49%; also: % is scaled to controls: 0 for no effect and ±100 for the full control effect
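THP-1 cells pretreated 1 hr with compounds (up to 57.5 uM final), then stimulated with LPS (250 ng/mL final) plus ATP (1.25 mM final); secreted IL-1B measured by AlphaLISA after 16 hr, decreased signal indicating inhibition.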
KB-3-1 tox – KB-3-1 parental cell cytotoxicity; KB-3-1 viability, CellTiter-Glo ATP luminescence, 72 h; Potency, µM (titrated, usually from 46.1 µM), without a hit: at the highest dose activity change, negative = cytotoxic, actives largely listed as cytotoxic; 400,000 compounds, 1.4% hits; also: potency is read from the fitted curve at half-maximal effect; % is scaled to controls: 0 for no effect and ±100 for the full control effect; nearly all actives have a fitted effect of over 60% in size
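Multi-concentration cytotoxicity screen in KB-3-1 cells grown in DMEM lacking phenol red with 10% FBS. After 72 h at 37 °C with compound, ATP-dependent luminescence was recorded.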
SW480 rerep – inducers of DNA re-replication in SW480 colon cancer cells; 340,000 compounds, 1.8% hits; AID 624297; Potency, µM (highest dose often 46.1 µM), for the others: at the top dose re-replication activation, actives largely listed as activators; SW480 DNA re-replication, Hoechst DNA content imaging, 48 h; also: potency is read from the fitted curve at half-maximal effect; % of control where 0% means no effect; nearly all actives have a fitted effect of over 55% in size
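Image-based read-out: total Hoechst fluorescence of nuclei (405 nm excitation, 500-530 nm emission), with hits raising the fraction of high-intensity nuclei. SW480 colon cells incubated 48 hr with compounds at 37 C.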
KB-V1 cytotox – kills drug-selected multidrug resistant KB-V1 cells. AID 1347076. Potency, µM (top dose mostly 46.1 µM), inactives show top-dose activity change, negative = cytotoxicity, actives largely listed as cytotoxic. 400,000 compounds, 3.4% hits. KB-V1 MDR cells viability, CellTiter-Glo, 72 h; also: potency is read from the fitted curve at half-maximal effect; % is scaled to controls: 0 for no effect and ±100 for the full control effect; nearly all actives have a fitted effect of over 60% in size
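Compound-treated KB-V1 multidrug-resistant cells, 72 h, 37 degrees C; viability by CellTiter-Glo. Fitted qHTS curves give the values.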
D3 antag – blocks the human D3 dopamine receptor | P35462 | D3R cells, DiscoveRx beta-arrestin luminescence, antagonist mode; stronger effect = lower value | max response, negative = inhibition, % | 360,000 compounds, 2.5% hits; in the data active = max response below about -50%; inconclusive = no clear call, values can overlap the other calls; also: % is scaled to controls: 0 for no effect and ±100 for the full control effect; mostly tested at two doses, the higher about 12 µM
Target sequence (P35462 whole entry, looked up): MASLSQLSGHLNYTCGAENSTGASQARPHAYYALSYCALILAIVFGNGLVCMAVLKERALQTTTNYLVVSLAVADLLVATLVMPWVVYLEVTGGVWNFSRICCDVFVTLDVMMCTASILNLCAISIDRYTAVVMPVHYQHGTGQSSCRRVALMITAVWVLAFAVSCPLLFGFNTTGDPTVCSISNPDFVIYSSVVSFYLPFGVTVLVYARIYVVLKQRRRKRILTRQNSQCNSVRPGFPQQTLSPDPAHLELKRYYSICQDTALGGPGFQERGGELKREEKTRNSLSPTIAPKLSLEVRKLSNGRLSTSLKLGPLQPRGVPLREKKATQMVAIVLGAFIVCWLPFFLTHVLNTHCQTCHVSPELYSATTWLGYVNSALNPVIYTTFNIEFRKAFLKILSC
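Cells plated overnight at 1500 cells/well, then exposed to library compounds with dopamine controls for 90 minutes at 37 degrees C. DiscoveRx reagent added for 30–60 minutes at room temperature; luminescence read, quantitative HTS format.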
GLP1R ag – agonists of human GLP-1 receptor; P43220; HEK293 GLP-1R CRE-luciferase, luminescence, 4-6 h; cells express a hypersensitive GLP-1R form; Potency, µM (highest dose often 45.6 µM), inactives show top-dose activation, hits mostly activators; 380,000 compounds, 0.007% hits; AID 624172; also: potency is read from the fitted curve at half-maximal effect; % of control where 0% means no effect
Target sequence (P43220 whole entry, looked up): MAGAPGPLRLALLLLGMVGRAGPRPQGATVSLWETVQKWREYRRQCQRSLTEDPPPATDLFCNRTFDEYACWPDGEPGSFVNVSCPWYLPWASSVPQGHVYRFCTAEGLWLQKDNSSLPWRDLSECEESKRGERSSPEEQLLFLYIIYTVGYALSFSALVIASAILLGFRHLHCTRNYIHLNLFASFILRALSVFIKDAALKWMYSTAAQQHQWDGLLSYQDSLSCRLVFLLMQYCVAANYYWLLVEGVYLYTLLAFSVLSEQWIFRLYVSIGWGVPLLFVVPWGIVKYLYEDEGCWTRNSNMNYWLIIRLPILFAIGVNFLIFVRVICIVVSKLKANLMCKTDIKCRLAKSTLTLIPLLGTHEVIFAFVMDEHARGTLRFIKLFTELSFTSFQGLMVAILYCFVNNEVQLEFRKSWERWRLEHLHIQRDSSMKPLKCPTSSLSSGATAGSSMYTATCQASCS
D3 ag – agonists of human D3 dopamine receptor; P35462; D3R DiscoveRx beta-arrestin cells, luminescence, 90 min; max activation, %; 410,000 compounds, 0.58% hits; AID 652048; in the data active = max activation above about 30%; also: 0% is about no effect; mostly tested at two doses, the higher about 12 µM
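Agonist mode: compounds and dopamine controls were applied to plated cells for 90 min at 37 degrees C after an overnight attachment at 1500 cells/well. Luminescent read-out followed 30 - 60 minutes at room temperature with DiscoveRx detection reagent.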
HT1080-NT tox – kills 2HG-producing HT-1080-NT fibrosarcoma cells. HT-1080-NT fibrosarcoma viability, CellTiter-Glo ATP luminescence, 48 h. Potency, µM (doses to about 46.1 µM), without a hit: at the top dose activity, negative = less viability, most hits filed as cytotoxic. 360,000 compounds, 1.6% hits;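 also: NT is the 2HG producing partner of a matched IDH1 knockdown line; potency is read from the fitted curve at half-maximal effect; 0% = DMSO-treated cells and -100% = media-only wells without cells; nearly all actives have a fitted effect of over 55% in size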
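Fibrosarcoma NT cells, 750 per well in 5% FBS RPMI, were exposed to compound for 48 hours. Viability: CellTiter-Glo luminescence.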
The depositor's hits bear a star; i = inactive; ? = inconclusive; . = not tested or not shown; & = joins results of further samples; [ ] = dose if it differs, or a comment. Unless noted, calls follow the shape of the dose curve; as a rule, active = well fitted curve in the direction sought with a large enough effect; inconclusive = small, poorly fitted or top-dose-only effect, or another doubt; inactive = no such curve, though single readings can be large; an effect the other way counts as inactive or inconclusive.

| structure | D3 ag | KB-3-1 tox | KB-V1 cytotox | GLP1R ag | SW480 rerep | D3 antag | HT1080-NT tox | IL-1B inflam inh | HT1080 IDH1KD tx |
| --- | --- | --- | --- | --- | --- | --- | --- | --- | --- |
| COc1ccccc1-c1cnc2c(c1)C(=O)N([C@@H](C)CO)C[C@@H](C)[C@@H](CN(C)C(C)=O)O2 | 5 | 12% | -10% | 8% | . | 17 | 2% | 21 | 4% |
| COC(=O)c1ccc(/C=N\NC(=O)c2c(C)nc3ccc(Cl)cn23)cc1 | -15 | 8% | ? | -6% | -2% | -22 | -11% | -4 | -5% |
| CCOCC(=O)Nc1cc([N+](=O)[O-])ccc1C | -17 | -3% | -15% | 1% | 14% | -22 | -2% | 2 | 2% |
| O=C(NCCCN1CCCC1=O)c1cn(-c2ccccc2)nc1-c1ccccc1 | 5 | 0% | ? | 1% | -2% | 6 | -1% | 8 | 0% |
| COc1ccc(CCN2CCCC(CN(C)Cc3cc(OC)c(OC)c(OC)c3)C2)cc1 (stereo not drawn) | -7 | 1% | 2% | 1% | ? | -14 | -23% | -14 | ? |
| O=C(O)c1ccc(Sc2nnc3ccccn23)c([N+](=O)[O-])c1 | -20 | 5% | 32% | 1% | -4% | -21 | -11% | 1 | 26% |
| O=C(CN(c1ccc(F)cc1)S(=O)(=O)c1ccccc1)NC1CC2CCC1C2 (stereo not drawn) | 4 | ? | -2% | -4% | -4% | 1 | -2% | ? | 3% |
| c1ccc(CN2CCC(N3CCC(N4CCCCCC4)CC3)CC2)cc1 | 3 | 2% | 0% | 0% | ? | -23 | -19% | -22 | -4% |
| CC(C)c1ccc(NC(=O)c2ccccc2NC(=O)C2CCCCC2C(=O)O)cc1 (stereo not drawn) | 0 | -11% | -3% | 15% | -2% | 13 | -2% | -18 | 0% |
| CC1(C)CC(=O)c2c(S(C)(=O)=O)sc(Br)c2C1 | 4 | -2% | -10% | -6% | -2% | 11 | -3% | -8 | -4% |
| CCOCCCNCc1cc(Cl)ccc1OCC | -4 | 23% | ? | 4% | -8% | 0 | -2% | -6 | 2% |
| CCCCN(C(=O)c1cc(S(=O)(=O)N2CCOCC2)ccc1F)c1c(N)n(CCCC)c(=O)[nH]c1=O | -5 | 17% | ? | -7% | -7% | -11 | 8% | 11 | 7% |
| COc1ccc(CNC(=O)CSc2nc3ccccc3nc2Cc2ccccc2)cc1 | -3 | 5% | -10% | -1% | . | . | . | . | . |
| CCOC(=O)C1=C[C@@H](C2CCCC2)N(S(=O)(=O)c2ccc([N+](=O)[O-])cc2)[C@H]1c1ccccc1 | 16 | -11% | ? | -1% | . | 27 | ? | 24 | ? |
| O=C(COC(=O)C12CC3CC(CC(C3)C1)C2)NCc1ccccc1 | 0 | 0% | -7% | 11% | -6% | -25 | -1% | -20 | -2% |
| Cc1ncc([N+](=O)[O-])n1CC(=O)Nc1ccc(F)cc1 | 6 | 18% | 43% | 5% | -1% | 11 | 11% | 32 | 26% |
| COc1ccc(NC(=O)Cn2cc(C(=O)c3ccco3)c3ccccc32)cc1 | -4 | -17% | 0% | -8% | -1% | 1 | -10% | 8 | -26% |
| CC(C)OC(=O)Nc1ccc2c(c1)N(C(=O)CCN1CCN(CCO)CC1)c1ccccc1CC2 | -4 | -13% | -12% | 1% | -2% | 1 | -17% | -23 | 0% |
| COC(=O)C1CC(O)CN1S(=O)(=O)c1ccc2ccccc2c1 (stereo not drawn) | -8 | -1% | 17% | -5% | -27% | -4 | 4% | -15 | -6% |
| O=C(Nc1ccccc1)ON=C1c2ccccc2-c2ccccc21 | 4 | 15% | 10% | 5% | -2% | -1 | 3% | -15 | 1% |
| CCn1ncc(S(=O)(=O)Nc2cccnc2)c1C | -7 | 3% | -10% | 2% | -10% | -9 | 21% | 11 | 14% |
| CCCn1c(NCCO)nc2ccccc21 | 1 | -4% | 2% | -1% | 2% | -19 | 0% | 10 | 0% |
| Cc1ccc(-n2nnnc2CNC(=O)c2ccc([N+](=O)[O-])o2)cc1C | -19 | 15µM* | -28% | -3% | 13µM* | -15 | -22% | -102* | ? |
| CCN(CC)CCNc1ccc2nnc(CCNS(=O)(=O)c3ccc(C)cc3)n2n1 | -4 | -21% | ? | -6% | -6% | -12 | 2% | -23 | -2% |
| COc1ccc(CNC(=O)COc2cc(O)c3c(c2)OC(C)(C)CC3=O)cc1 | 2 | -2% | 0% | 10% | 0% | ? | 4% | -7 | 0% |

An excerpt of these results, with two lines to a compound.
Each structure is followed by: D3 ag, KB-3-1 tox, KB-V1 cytotox, GLP1R ag, SW480 rerep, D3 antag, HT1080-NT tox, IL-1B inflam inh, HT1080 IDH1KD tx
> O=C(NCCCN1CCCC1=O)c1cn(-c2ccccc2)nc1-c1ccccc1
 : 5, 0%, ?, 1%, -2%, 6, -1%, 8, 0%
> CCN(CC)CCNc1ccc2nnc(CCNS(=O)(=O)c3ccc(C)cc3)n2n1
 : -4, -21%, ?, -6%, -6%, -12, 2%, -23, -2%
> CCn1ncc(S(=O)(=O)Nc2cccnc2)c1C
 : -7, 3%, -10%, 2%, -10%, -9, 21%, 11, 14%
> CCCCN(C(=O)c1cc(S(=O)(=O)N2CCOCC2)ccc1F)c1c(N)n(CCCC)c(=O)[nH]c1=O
 : -5, 17%, ?, -7%, -7%, -11, 8%, 11, 7%
> COC(=O)c1ccc(/C=N\NC(=O)c2c(C)nc3ccc(Cl)cn23)cc1
 : -15, 8%, ?, -6%, -2%, -22, -11%, -4, -5%

Later entries:
| structure | D3 ag | KB-3-1 tox | KB-V1 cytotox | GLP1R ag | SW480 rerep | D3 antag | HT1080-NT tox | IL-1B inflam inh | HT1080 IDH1KD tx |
| --- | --- | --- | --- | --- | --- | --- | --- | --- | --- |
| Cc1[nH]c2ccccc2c1C(=O)CN1CC(C)OC(C)C1 (stereo not drawn) | -14 | 5% | -2% | -1% | -11% | 1 | 6% | 22 | 6% |
| CN(C(=O)COC(=O)c1cccnc1Nc1cccc(C(F)(F)F)c1)C1CCS(=O)(=O)C1 (stereo not drawn) | -6 | -3% | -12% | 3% | 5% | 15 | -5% | i | -1% |
| CN(C)c1oc(-c2ccccc2F)nc1C#N | 2 | 3% | -19% | 15% | -12% | -8 | 11% | ? | 4% |
| CCOC(=O)C1=C(C)NC(=O)/C1=C\N(C)C | 5 | 8% | 0% | -1% | 4% | -2 | 5% | -5 | -19% |
| O=C(Nc1nc(-c2cccs2)c(-c2ccccc2)s1)c1ccco1 | -7 | -27% | -19% | 10% | 1% | 4 | -7% | -54* | -12% |
| CC(=O)c1cc2c(cc1N/C(=N/S(=O)(=O)c1ccc(C)cc1)c1ccc(Cl)cc1)OCO2 | -4&2 | 1%&3% | 4%&4% | 0% | 1% | -7 | 15% | 27 | 16% |
| CCCN1C(=O)c2cc(C(=O)Nc3cccc(C(C)=O)c3)ccc2C1Nc1cccc(C(C)=O)c1 (stereo not drawn) | 5 | -26% | ? | -7% | 5% | 16 | ? | 0 | -1% |
| COCCn1c(C)cc(C(=O)COc2ccc(N(C)S(=O)(=O)c3ccc(C)cc3)cc2)c1C | 5 | . | . | 0% | 16% | -10 | -2% | 2 | -18% |
| O=[N+]([O-])c1ccccc1S(=O)(=O)Nc1cccc(-c2ccc3nncn3n2)c1 | -3 | -2% | 1% | 9% | -13% | -6 | 1% | -9 | -11% |
| CC(=O)N1CCC(C(=O)N2CCN(S(=O)(=O)c3ccc(F)cc3)CC2)CC1 | -2 | -9% | 0% | 4% | -5% | 10 | -2% | i | -12% |
| C/C(=N\O)c1ccc(Cl)cc1Cl | 6 | 14% | 15% | -2% | -21% | -20 | -13% | -3 | 4% |
| Cc1ncc(CN2CCC(C(=O)Nc3ccc(-n4cccn4)cc3)CC2)s1 | 1 | . | . | -4% | -4% | 1 | -4% | -6 | 12% |
| Cc1cccc(C)c1NC(=O)C1(C)CSCC(=O)N1CCCn1ccnc1 (stereo not drawn) | 4 | 1% | 1% | . | . | 2 | 25% | -10 | 15% |
| Cc1c(N)cccc1-c1nc2ccccc2[nH]1 | -2 | 8% | 10% | -1% | -1% | -5 | 9% | 4 | 10% |
| C=CCn1c(=O)c(C(=O)NCc2ccccc2Cl)c(O)c2ccccc21 | 1 | ? | -1% | -3% | -50%[inhibitor] | 31 | 4% | 0 | 5% |
| CS(=O)(=O)c1ccc2nc(NC(=O)Nc3cccc(Cl)c3)sc2c1 | 15 | -28% | ? | -10% | 27% | 27 | ? | -81* | 11µM* |
| Nc1ccc2oc(-c3ccccn3)nc2c1 | -7 | -24% | -17% | 4% | -2% | -20 | -2% | -3 | -13% |
| CC1(C)CC(=O)C(C=NCCN2CCN(C3CC(=O)N(c4ccc(Br)cc4)C3=O)CC2)=C(O)C1 (stereo not drawn) | 5 | 8% | -7% | 10% | 0% | 4 | -1% | 8 | -5% |
| Cc1cc(S(=O)(=O)N2CCCc3ccccc32)ccc1-n1cnnn1 | -5 | 2% | -10% | 12% | -6% | -7 | 0% | -9 | -9% |
| Cc1cc(-c2ccc(/C=N/n3cnnc3)o2)ccc1Cl | 2 | 2% | 2% | 12% | -3% | 10 | 3% | -17 | 1% |
| Cc1c(Cc2ccccc2)c(=O)oc2cc(OCC(=O)NCc3ccccn3)ccc12 | -3 | -3% | -18% | 9% | ? | -12 | -2% | -52* | -11% |
| Cc1ccc(CN2CCC2(C)C(=O)NC(C)C)cc1 (stereo not drawn) | -4 | -1% | ? | 6% | . | ? | 0% | 14 | ? |
| Cc1ccccc1-n1c(SCC(=O)N/N=C/c2c(C)nn(-c3ccccc3)c2C)nc2ccccc2c1=O | -23 | 2% | 5.8µM* | 9% | -26% | -9 | -3% | 1 | -14% |
| COc1ccc(NC(=O)Cc2c[nH]c3ccccc23)cc1S(=O)(=O)N1CCOCC1 | 8 | -1% | 2% | 2% | -1% | 0 | 0% | 10 | 0% |
| CCN1C(=O)/C(=C\c2ccc3c(c2)OCO3)C(C(=O)OC)=C1C | -3 | -1% | 2% | 2% | 3% | -3 | -5% | -15 | -6% |

From PubChem
